Screens as filed in PubChem.
LGR2 inh – inhibitors of bursicon-induced Drosophila LGR2 receptor cAMP signaling; HEK293 LGR2, CRE-luciferase, bursicon-stimulated, 4 h; inhibition, % at 9.99 µM; 380,000 tested, 0.35% active; AID 720647;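 active means drop in luminescence signal, shown as inhibition above about 50% in the replicate tests, limit read from the data, passing the limit was not always enough; inconclusive means probably only some replicates passing the limit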;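 further: agonist challenge used bursicon conditioned medium at about half maximal strength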
S100A4 MyoIIA – blocks human S100A4 binding to myosin IIA peptide; P26447; S100A4/TAMRA-MyoIIA peptide fluorescence polarization; inhibition, % at 10.7 µM; 360,000 tested, 0.14% active; AID 652163;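 active means mean inhibition of at least 70% across replicates, with every replicate also reaching that level; inconclusive means mean inhibition reaches 70% but some replicates fall short; inactive means mean inhibition below 70%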
Target sequence (P26447 whole entry, looked up): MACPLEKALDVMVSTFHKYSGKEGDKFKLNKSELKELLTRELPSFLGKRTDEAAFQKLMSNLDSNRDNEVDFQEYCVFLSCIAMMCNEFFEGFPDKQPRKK
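assay system = human S100A4 monomer with TAMRA-labelled myosin IIA peptide | also added = labelled myosin peptide probe, 5 nM | incubation = 5 min between mix addition and reading | control set = DMSO and TFP controls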
esBAF inh – inhibitors of esBAF chromatin remodeling in mouse ES cells. Bmi1-luciferase knock-in reporter, 24 h; 100% = twice the neutral-well signal. reporter increase, % at 12.5 µM. 350,000 tested, 2% active; in the data active means activation above about 40%; inconclusive means no clear call, values can overlap the other calls;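 further: 0% = median of the plate's neutral control wells and 100% = double that signal; a rise in the Bmi1 reporter signal indicates esBAF inhibition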
C2C12 statin – suppressors of simvastatin-induced myotoxicity in C2C12 myotubes. ATP luminescence, 48 h; scaled: DMSO 0, geranylgeraniol control 100. rescue of ATP level, % at 7.49 µM. 330,000 tested, 0.78% active;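 active means mean ATP rescue above about 67%, or every replicate alone reaching that limit, limit read from the data, passing the limit was not always enough; inconclusive means no clear call, values can overlap the other calls; inactive means mean under the limit and some replicate under it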;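 further: myotubes were challenged with 10 µM simvastatin during compound exposure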
CASP6 VEID inh – inhibitors of human caspase-6; purified caspase-6, Z-VEID-R110 cleavage fluorescence; 350,000 tested, 0.53% active; P55212; inhibition, % at 12.5 µM; AID 686996;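 active means mean inhibition across replicates at least about 35%, with every replicate also reaching that limit, limit read from the data; inconclusive means only one of the two criteria met; inactive means neither criterion met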;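 further: 0% = median of neutral control wells and 100% = no fluorescence left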
Target sequence (P55212 24-179 limits assumed): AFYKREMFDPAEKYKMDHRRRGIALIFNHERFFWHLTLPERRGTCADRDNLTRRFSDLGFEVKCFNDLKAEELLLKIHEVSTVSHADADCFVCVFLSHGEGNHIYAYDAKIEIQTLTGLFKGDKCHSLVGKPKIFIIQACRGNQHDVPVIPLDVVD
Target sequence (P55212 194-293 limits assumed): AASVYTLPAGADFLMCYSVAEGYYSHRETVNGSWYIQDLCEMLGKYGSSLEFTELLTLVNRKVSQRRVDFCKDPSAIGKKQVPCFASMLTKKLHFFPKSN
FN deposition inh – fibronectin deposition inhibition. AH1F fibroblasts, Alexa488-fibronectin deposition fluorescence, overnight. inhibition, % at 12.6 µM. 350,000 tested, 0.086% active;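 active means mean inhibition across replicates of 30% or more, regardless of how many single replicates reach that level; inconclusive means mean under 30% yet at least half of replicates reach 30%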;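 further: positive control wells lacked labelled fibronectin entirely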
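Assay system: AH1F fibroblasts assembling fluorescent fibronectin matrix; Amount: 10000 AH1F cells per well; Buffer or medium: DMEM, 2% serum; Probe or stimulus: Alexa488-fibronectin, 24 nM final in well; Doses: single compound dose, delivered by pin transfer; Incubation: 1 h adhesion, overnight exposure; Measured by: fluorescence 485/525 nm; Read-out: fibronectin deposition inhibition.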
SIRT5 inh – blocks human SIRT5 desuccinylation of peptide; Q9NXA8; Purified SirT5, succinyl-peptide AMC, trypsin-coupled fluorescence; inhibition, % at 15 µM; 330,000 tested, 1.1% active; in the data active means inhibition above about 15%; inconclusive means no clear call, values can overlap the other calls
Target sequence (Q9NXA8 whole entry, looked up): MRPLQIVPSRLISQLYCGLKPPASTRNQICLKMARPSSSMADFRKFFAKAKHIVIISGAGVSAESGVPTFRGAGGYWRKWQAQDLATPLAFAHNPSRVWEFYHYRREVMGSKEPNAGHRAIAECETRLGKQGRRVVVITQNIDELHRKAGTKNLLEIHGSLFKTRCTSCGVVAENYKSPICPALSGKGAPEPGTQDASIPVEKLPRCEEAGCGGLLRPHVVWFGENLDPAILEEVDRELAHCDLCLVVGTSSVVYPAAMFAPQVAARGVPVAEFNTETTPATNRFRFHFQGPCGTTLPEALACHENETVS
* = called active by the depositor; u = inconclusive; x = no result given; & = joins results of further samples. An excerpt; rates above refer to the full screens.

#1 CCC(C)N1C(=O)N(c2cccc(Cl)c2)C(C)(O)CC1(C)C (stereo not drawn)
#2 CC1CCCC(C)N1NC(=O)c1ccc(Cl)c(S(N)(=O)=O)c1 (stereo not drawn)
#3 C[C@H](CO)N1C[C@H](C)[C@@H](CN(C)Cc2ccc(-c3ccccc3)cc2)Oc2ccc(NC(=O)c3ccncc3)cc2CC1=O
#4 COc1cc(NC(=O)[C@@H](Cc2ccccc2)NC(=O)[C@H]2O[C@@H](n3ccc(=O)[nH]c3=O)[C@H](O)[C@@H]2O)cc(OC)c1OC
#5 Cc1ccc(-c2c[n+](=O)c3c(n2[O-])CCC3)cc1
#6 O=C(COC(=O)c1ccccc1O)Nc1ccc(N2CCOCC2)cc1
screen / no.	1	2	3	4	5	6
LGR2 inh	7	14	19	10	12	-18
S100A4 MyoIIA	-2	5&7	-10	10	-7	-3
esBAF inh	10	-2&7	-1	x	x	8
C2C12 statin	-3	4	124*	x	x	8
CASP6 VEID inh	1	-1	-2	0	2	-2
FN deposition inh	3	-7	x	6	-9	6
SIRT5 inh	-2	-1	4	-4	2	-2

#7 CN(CCCC(=O)Nc1ccc(Br)cc1F)S(=O)(=O)c1ccccc1
#8 CC1/C(=N/O)CC(c2ccco2)NC1c1ccco1 (stereo not drawn)
#9 CCOC(=O)Nc1ccc2c(c1)Nc1ccccc1S2
#10 CC(C)(C)c1ccc(C(=O)N2CCC2(C)C(=O)NCc2ccc3c(c2)OCO3)cc1 (stereo not drawn)
#11 C[C@H]1CN([C@@H](C)CO)C(=O)c2cc(-c3cccc(C#N)c3)cnc2O[C@H]1CN(C)Cc1cncnc1
#12 CCOC(=O)C1=C(COC(=O)COc2cc(C)ccc2C)NC(=O)NC1C (stereo not drawn)
screen / no.	7	8	9	10	11	12
LGR2 inh	9	2	x	10	-9	-2
S100A4 MyoIIA	-3	-2	x	5	7	-8
esBAF inh	-7	x	u	11	-6	1
C2C12 statin	4	x	-10	-6	-25	-2
CASP6 VEID inh	3	2	x	2	-1	-11
FN deposition inh	-8	0	-2	-6	-2	3
SIRT5 inh	-4	-2	x	0	7	1

#13 COc1cccc(-c2ccc3c(c2)O[C@H](CN(C)Cc2ccncc2)[C@H](C)CN([C@H](C)CO)S3(=O)=O)c1
#14 CCCN(C)C[C@H]1Oc2cc(C#C[C@@H](C)O)ccc2S(=O)(=O)N([C@H](C)CO)C[C@H]1C
#15 Cc1cccc(N2CCN(C3=NC(=O)C(=C4CCCCC4)S3)CC2)c1
#16 CC(C)(C)c1ccc(OCCNC(=O)c2ncn[nH]2)cc1
#17 COC(=O)c1c(NC(=O)Cc2ccccc2)sc2c1CC(C)(C)NC2(C)C
#18 Cc1ccc(S(=O)(=O)n2ccc(OC(=O)c3cccs3)n2)cc1
screen / no.	13	14	15	16	17	18
LGR2 inh	-26	4	x	x	-7	-1
S100A4 MyoIIA	14	-4	x	x	-4	0
esBAF inh	8	3	14	12	4	-5
C2C12 statin	-21	-24	-15	4	-2	-6
CASP6 VEID inh	5	2	x	x	-1	3
FN deposition inh	-2	x	-7	4	-5	-11
SIRT5 inh	1	-3	x	x	x	9

Of the compounds above, two contain a thiophene ring, fused or not.
#17 COC(=O)c1c(NC(=O)Cc2ccccc2)sc2c1CC(C)(C)NC2(C)C
#18 Cc1ccc(S(=O)(=O)n2ccc(OC(=O)c3cccs3)n2)cc1
screen / no.	17	18
LGR2 inh	-7	-1
S100A4 MyoIIA	-4	0
esBAF inh	4	-5
C2C12 statin	-2	-6
CASP6 VEID inh	-1	3
FN deposition inh	-5	-11
SIRT5 inh	x	9

Later entries:
#19 CC(=O)Nc1cccc(-c2ccnc3c2CC(C(=O)NCc2ccc(N(C)C)cc2)O3)c1 (stereo not drawn)
#20 O=C([C@H]1[C@H](CO)[C@H]2Cn3c(cccc3=O)[C@@H]1N2CC1CCCC1)N1CCCCC1
#21 CCOc1ccc(S(=O)(=O)NCCC(=O)NNC(=O)c2ccc(F)cc2)cc1
#22 CCCCc1ccc(/C=C(\C#N)C(N)=S)s1
#23 Cc1nc(SCc2nc3ccccc3[nH]2)c2oc3cc(Br)ccc3c2n1
#24 C=CCSc1nc(N)c(C#N)c(-c2ccccc2)c1C#N
screen / no.	19	20	21	22	23	24
LGR2 inh	-15	6	3	-8	-24	x
S100A4 MyoIIA	0	6	14	-5	-6	x
esBAF inh	x	0	-2	x	2	3
C2C12 statin	x	4	-1	x	15	11
CASP6 VEID inh	0	0	1	6	-1	x
FN deposition inh	x	x	-4	-6	2	2
SIRT5 inh	2	4	x	1	-3	x

#25 CN1CCC(=NNC(=O)CN(c2cccc([N+](=O)[O-])c2)S(=O)(=O)c2ccccc2)CC1
#26 CO[C@H]1CN(C)C(=O)c2ccc(NC(=O)Nc3cccc(F)c3)cc2OC[C@@H](C)N(C(=O)C2CC2)C[C@H]1C
#27 O=C(Nc1nnc(-c2ccc(F)cc2)o1)c1cc(Cl)sc1Cl
#28 O=C(c1cc2ccccc2s1)N1CCN(c2ccccn2)CC1
#29 CO[C@@H]1CN(C)C(=O)c2cc(NS(=O)(=O)c3ccccc3)ccc2OC[C@H](C)NC[C@H]1C
#30 COc1ccc(NC(=O)CSc2ncnc3[nH]ncc23)cc1
screen / no.	25	26	27	28	29	30
LGR2 inh	-14	6	12	9	8	16
S100A4 MyoIIA	-9	x	x	1	3	-3
esBAF inh	0	-4	2	-2	-4	-5
C2C12 statin	5	17	-1	-8	11	9
CASP6 VEID inh	-5	x	x	-9	-3	-1
FN deposition inh	-3	5	-14	x	-14	-2
SIRT5 inh	4	x	x	-7	x	0

#31 CN(CC(=O)Nc1ccc(Cl)c(C(F)(F)F)c1)C(=O)CCc1nc2ccccc2c(=O)[nH]1
#32 COc1ccccc1C(=O)NCC1(c2ccccc2)CCCC1
#33 CCOC(=O)CSc1nc2sc3c(c2c(=O)n1-c1ccccc1)CCN(C(C)C)C3
#34 CC(C)NC(=O)N(C)C[C@@H]1Oc2ncc(C#CC3CC3)cc2C(=O)N([C@H](C)CO)C[C@H]1C
#35 CCCc1cc(=O)[nH]c(SCC(=O)Nc2cc(S(=O)(=O)N3CCOCC3)ccc2N(CC)CC)n1
#36 O=C(Nc1nc2ccc(Oc3ccccc3)cc2s1)c1cc([N+](=O)[O-])ccc1N1CCOCC1
screen / no.	31	32	33	34	35	36
LGR2 inh	4	32	10	-15	-4	-20
S100A4 MyoIIA	-1	3	-12	x	-6	x
esBAF inh	-5	x	-1	-4	x	14
C2C12 statin	-10	x	3	-4	x	13
CASP6 VEID inh	0	2	2	x	-2	x
FN deposition inh	-3	6	0	-4	-3	7
SIRT5 inh	-6	-4	-14	x	-1	x

#37 Cn1nccc1C(=O)Nc1ccc2c(c1)OCCO2
#38 N#Cc1c(-c2ccccc2)c(-c2ccccc2)nn(CC(=O)NNC(=O)Nc2ccc(Cl)cc2)c1=O
#39 C[C@@H]1CN([C@H](C)CO)C(=O)c2cc(NS(=O)(=O)c3cccs3)ccc2O[C@@H](C)CCCCO[C@H]1CN(C)CC1CC1
#40 CCn1cc(CN2CCC(n3nccc3NC(=O)CCOc3ccccc3)CC2)cn1
#41 CCN(CC)c1ccc(C(=O)NNC(=O)CCNC(=O)c2ccccc2)cc1
#42 CCOC(=O)/C=c1\s/c(=C\c2ccc3c(c2)OCCO3)c(=O)n1CC(=O)NCC1CCCO1 (stereo not drawn)
screen / no.	37	38	39	40	41	42
LGR2 inh	24	x	15	-8	-15	-28
S100A4 MyoIIA	-1	-5	-4	-6	-1	x
esBAF inh	x	-12	x	0	6	4
C2C12 statin	x	-76	x	0	1	110*
CASP6 VEID inh	-6	-1	0	-11	-1	x
FN deposition inh	-7	3	x	4	-3	x
SIRT5 inh	1	-6	2	-2	0	x

#43 COc1cccc(C(=O)N2CCC2(C)C(=O)NC(C)C)c1 (stereo not drawn)
#44 C[C@H](CO)N1C[C@H](C)[C@@H](CN(C)CC2CCCCC2)Oc2ccc(NC(=O)CCC(F)(F)F)cc2C1=O
#45 COc1ccc(CNC(=O)C(C)n2ccc3cc(S(=O)(=O)N4CCCCCC4)ccc32)cc1 (stereo not drawn)
#46 CC1=C(C)CC(C(=O)NCc2ccccn2)C(C(=O)O)C1 (stereo not drawn)
#47 CCCC(=O)NCn1nnc(-c2ccc(Cl)cc2)n1
#48 NC(=O)c1c(NC(=O)COC(=O)c2ccc(S(=O)(=O)Nc3ccccc3)cc2)sc2c1CCCC2
screen / no.	43	44	45	46	47	48
LGR2 inh	4	x	-1	9	13	17
S100A4 MyoIIA	-6	-2	-2	-4	-2	-6
esBAF inh	-1	-1	-4	x	x	x
C2C12 statin	3	2	-17	x	x	x
CASP6 VEID inh	-3	-1	0	-1	1	-5
FN deposition inh	2	-24	0	10	x	-10
SIRT5 inh	x	-16	-2	-5	-2	-2

#49 Cc1ccc(C)c(S(=O)(=O)C(C#N)c2nc3ccccc3nc2N2CCCC2)c1 (stereo not drawn)
#50 Cc1nc2nc(NCc3cccs3)nn2c(C)c1Cl
#51 CCNC(=O)[C@@H]1[C@@H](CO)[C@@H]2Cn3c(ccc(C4=CCCC4)c3=O)[C@@H]2N1C(=O)C1CC1
#52 COc1cc(NC(=S)NNC(=O)C(C)(C)O)cc(OC)c1
#53 CCC(=O)N1CCN(c2ccc(Cl)cc2NC(=O)c2cccc([N+](=O)[O-])c2)CC1
#54 CCCNC(=O)C1(CC2CC(c3ccccc3)=NO2)CCN(C(=O)OC(C)(C)C)CC1 (stereo not drawn)
screen / no.	49	50	51	52	53	54
LGR2 inh	x	-8	-1	15	-9	x
S100A4 MyoIIA	x	x	0	-2	-2	-1
esBAF inh	-11	u	-4	x	-11	-6
C2C12 statin	1	3	-5	x	-3	3
CASP6 VEID inh	x	x	1	4	-7	-7
FN deposition inh	-2	-2	x	x	5	-4
SIRT5 inh	x	x	-8	1	3	0

#55 COC(=O)C1(NC(=O)CNC(=O)OCc2ccccc2)CCCC1
#56 N=c1c(C(=O)NCCN2CCOCC2)cc2c(=O)n3ccccc3nc2n1CCCN1CCOCC1
#57 CC(C)NC(=O)N[C@@H]1CC[C@H](CC(=O)NCc2ccc(Oc3ccccc3)cc2)O[C@@H]1CO
#58 CS(=O)(=O)c1cccc(C(=O)Nc2nnc(C3=COCCO3)o2)c1
#59 O=C(NCc1ccco1)C1CCCCC1
#60 CCOC(=O)C1CCN(S(=O)(=O)c2cn(C)cn2)CC1
screen / no.	55	56	57	58	59	60
LGR2 inh	14	-14	-1	12	2	-8
S100A4 MyoIIA	-4	3	6	-17	-1	-1
esBAF inh	-4	-7	-2	x	-2	x
C2C12 statin	-3	-17	7	x	-5	x
CASP6 VEID inh	-2	-29	3	0	4	-4
FN deposition inh	1	12	1	-2	-16	x
SIRT5 inh	-18	-9	0	0	-1	2

#61 C[C@H](CO)N1C[C@H](C)[C@H](CN(C)C(=O)Cc2ccccc2)Oc2ncc(C#CCN(C)C)cc2C1=O
#62 O=C(Nc1cccc(F)c1)N1CCCCN2[C@H](CO)[C@H](c3ccc(-c4ccccc4F)cc3)[C@H]2C1
#63 CCn1c(SCC(=O)NCC2CCCO2)nnc1-c1ccccc1OC (stereo not drawn)
#64 O=C(C[C@@H]1C[C@H]2c3cc(NC(=O)Nc4ccccc4F)ccc3O[C@H]2[C@@H](CO)O1)NCc1cc(F)ccc1F
#65 CC(N=c1ccccn1C(=O)Nc1ccc(F)cc1)c1ccco1 (stereo not drawn)
#66 CC(C)(C)c1ccc(/C=C/C(=O)Nc2cccnc2)cc1
screen / no.	61	62	63	64	65	66
LGR2 inh	8	12	-4	-3	-12	-99
S100A4 MyoIIA	x	-8	-6	-7	-1	-5
esBAF inh	0	x	0	8	2	26
C2C12 statin	14	x	6	1	12	-15
CASP6 VEID inh	x	0	-2	-1	-2	3
FN deposition inh	x	x	5	-1	x	-2
SIRT5 inh	x	0	-3	0	-1	3
